SRC1 inh: SRC1 coactivator transcriptional activity inhibitors, primary screen, cell-based, luminescence; Nuclear receptor coactivator 1 (Homo sapiens), Q15788; HEK293 GAL4-SRC1 luciferase reporter; inhibition, % at 3.6 µM; 360,000 compounds, 0.12% hits; AID 588354, 2011;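 active = inhibition above the campaign mean plus 3 SD, with each screening campaign given its own cutoff, cut at about 60% in these data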;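 note: 0% = DMSO treated cells and 100% = gossypol at 36 µM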
Exocytosis inh: LAMP-1 surface exposure blockers, TALL-104 cells – cell-based, flow cytometry, MLPCN library, primary screen | AID 651702, 2012 | TALL-104 LAMP-1 surface exposure; cells stimulated with thapsigargin and PMA | 360,000 compounds, 0.66% hits | inhibition, % at 10 µM;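 active = inhibition above about 55%, limit read from the data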
ABHD5-PLIN5 inh: ABHD5-PLIN5 interaction inhibitors, primary screen, cell lysate, split luciferase complementation, luminescence | Perilipin-5 (Homo sapiens) + 1-acylglycerol-3-phosphate O-acyltransferase ABHD5 (Homo … | Split G. princeps luciferase complementation, 4 h | inhibition, % at 4 µM | 360,000 compounds, 0.78% hits | AID 602281, 2012;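 active = inhibition above the mean inhibition across every tested compound plus 3 SD, cut at about 22% in these data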;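 note: 0% = DMSO only wells and the 100% control is not disclosed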
SRC2 inh: inhibition of GAL4-SRC2 driven luciferase reporter, primary screen, SRC2 inhibitor project, cell-based, luminescence; AID 651957, 2012; inhibition, % at 9 µM; HEK293 GAL4-SRC2 luciferase reporter; 370,000 compounds, 0.17% hits;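 active = inhibition above the mean inhibition of all tested compounds plus 3 SD, set per campaign, cut at about 52% in these data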;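 note: 0% = DMSO treated cells and 100% = cells given Gossypol at 36 µM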
TROY signal inh: inhibitors of TROY-driven NF-kB signaling, primary screen, Q293 LMP1-TROYcd cells, NF-kB luciferase, uHTS | Q293 LMP1-TROYcd NF-kB luciferase reporter, 4 h | inhibition, % at 10 µM | 360,000 compounds, 0.98% hits;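 active = compounds whose plate-normalised and pattern-corrected inhibition of the luciferase reporter signal at the single screening dose is 50% or more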
LRH-1 inv ag: LRH-1 (NR5A2) inverse agonists, primary screen, cell-based, luminescence, HEK293T, StAR-luciferase reporter; AID 602396, 2012; inhibition, % at 3.6 µM; LRH-1 transfected, 24 h; 360,000 compounds, 0.13% hits; Nuclear receptor subfamily 5 group A member 2 (Homo sapiens), O00482;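 active = inhibition above the mean inhibition of all tested compounds plus 3 SD, cut at about 73% in these data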;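 note: 0% = DMSO wells and 100% = reporter-only cells lacking LRH-1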
NR2F2 inh: NR2F2 transcriptional activity inhibitors, primary screen, cell-based, luciferase reporter, HEK293T, luminescence; 370,000 compounds, 0.7% hits; inhibition, % at 8.6 µM; COUP transcription factor 2 (Homo sapiens), P24468; HEK293T NGFI-A luciferase reporter;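 active = inhibition above a per-plate cutoff, mean inhibition of test wells between control levels plus 3 SD, cut at about 38% in these data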;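 note: cells cotransfected with COUP-TFII expression vector driving the NGFI-A reporter; 0% = median of COUP-TF2 test wells and 100% = reporter-only cells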
Target sequence (P24468 whole entry, looked up): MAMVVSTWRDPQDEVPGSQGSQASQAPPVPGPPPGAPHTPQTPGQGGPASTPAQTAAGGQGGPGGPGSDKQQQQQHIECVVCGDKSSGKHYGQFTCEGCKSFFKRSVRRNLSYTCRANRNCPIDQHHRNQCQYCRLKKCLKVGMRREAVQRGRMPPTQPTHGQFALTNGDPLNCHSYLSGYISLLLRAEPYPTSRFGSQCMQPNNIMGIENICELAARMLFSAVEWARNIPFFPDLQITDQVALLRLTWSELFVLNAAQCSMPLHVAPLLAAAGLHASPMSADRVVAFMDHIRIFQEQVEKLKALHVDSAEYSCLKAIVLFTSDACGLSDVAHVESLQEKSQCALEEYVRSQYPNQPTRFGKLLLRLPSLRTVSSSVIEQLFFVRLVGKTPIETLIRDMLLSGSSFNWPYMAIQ
TLR9-MyD88 block: inhibitors of TLR9-MyD88 association in cells, primary screen, cell-based, CHO, BLA complementation, fluorescence. Toll-like receptor 9 (Homo sapiens) + Myeloid differentiation primary response protein …. CCF4 FRET ratio. inhibition, % at 4.98 µM. 340,000 compounds, 0.21% hits;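 active = inhibition above the mean over all tested compounds plus 3 SD, cut at about 21% in these data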;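 note: 0% = DMSO only wells and 100% = clavulanate BLA inhibitor control wells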
TWEAK Fn14 block: inhibitors of TWEAK-Fn14 signaling, primary screen, luciferase reporter cells, uHTS | 360,000 compounds, 2% hits | TWEAK-stimulated Fn14 reporter cells, luciferase luminescence, 8 h | inhibition, % at 10 µM | AID 1159606, 2016; in the data active = inhibition above about 50%
NOD2 RIPK2 PPI: NOD2-RIPK2 binding disruptors in cells, primary screen, fluorescence, CHO cells, BLA complementation. CCF4 ratio. inhibition, % at 4.98 µM. 360,000 compounds, 0.38% hits. AID 624267, 2012; in the data active = inhibition above about 21%;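 note: 0% = vehicle only and 100% = reference blocker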
NCOA3 inh: SRC3 coactivator transcriptional activity inhibitors, primary screen, cell-based, luminescence. Nuclear receptor coactivator 3 (Homo sapiens), Q9Y6Q9. HEK293 GAL4-SRC3 luciferase reporter. inhibition, % at 3.6 µM. 360,000 compounds, 0.17% hits. AID 588352, 2011;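 active = inhibition above a per-campaign cutoff, the mean of all compounds plus 3 SD, cut at about 60% in these data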;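 note: 0% = DMSO-treated cells and 100% = gossypol-treated cells at 36 µM; higher means less SRC3-driven luciferase light from the GAL4 reporter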
* hit, by the source's call; / = not tested or not shown.

no.	molecule	ABHD5-PLIN5 inh	Exocytosis inh	NOD2 RIPK2 PPI	TWEAK Fn14 block	NCOA3 inh	SRC2 inh
1	CCc1nn(CCCC(=O)N2CCC(C)CC2)c(=O)c2cc3occc3n12	-8	-1	-11	7	15	4
2	CCc1ccccc1N1CC(C(=O)O)CC1=O (stereo not given)	2	30	-1	-1	12	-2
3	CC(=O)Oc1ccc(Cn2c(C)c(C(=O)NCCC#N)sc2=O)cc1	10	4	2	-2	-1	3
4	CC(Sc1nnc(-c2cccnc2)n1N)C(=O)NCCC1=CCCCC1 (stereo not given)	-1	10	-12	8	-62	5
5	O=c1[nH]c(=O)n(C2OC(CO)C(O)C2O)cc1N1CCOCC1 (stereo not given)	1	7	-18	24	-1	12
6	Cc1cccn2c(=O)c3cc(C#N)c(=O)n(-c4c(C)n(C)n(-c5ccccc5)c4=O)c3nc12	5	-2	-13	2	4	7
7	N#CC1=C(c2ccccc2)/C(=C/c2ccccc2)OC1=O	14	66*	7	83*	-20	-30
8	S=c1[nH]nc(COc2ccccc2)n1/N=C/c1cccc(Br)c1	-5	-4	0	0	0	-31

no.	TLR9-MyD88 block	SRC1 inh	LRH-1 inv ag	NR2F2 inh	TROY signal inh
1	-2	9	-1	13	3
2	-2	0	-16	6	-8
3	/	0	1	-10	-13
4	-2	-5	1	-9	-2
5	3	-5	29	0	-6
6	-11	8	-4	3	-5
7	8	-3	1	4	-6
8	7	5	-7	4	10

Whole records from above:
Profile of CCc1nn(CCCC(=O)N2CCC(C)CC2)c(=O)c2cc3occc3n12 : ABHD5-PLIN5 inh = -8; Exocytosis inh = -1; NOD2 RIPK2 PPI = -11; TWEAK Fn14 block = 7; NCOA3 inh = 15; SRC2 inh = 4; TLR9-MyD88 block = -2; SRC1 inh = 9; LRH-1 inv ag = -1; NR2F2 inh = 13; TROY signal inh = 3
Profile of Cc1cccn2c(=O)c3cc(C#N)c(=O)n(-c4c(C)n(C)n(-c5ccccc5)c4=O)c3nc12 : ABHD5-PLIN5 inh = 5; Exocytosis inh = -2; NOD2 RIPK2 PPI = -13; TWEAK Fn14 block = 2; NCOA3 inh = 4; SRC2 inh = 7; TLR9-MyD88 block = -11; SRC1 inh = 8; LRH-1 inv ag = -4; NR2F2 inh = 3; TROY signal inh = -5

The main list resumes with the 4 entries that preceded the break.
no.	molecule	ABHD5-PLIN5 inh	Exocytosis inh	NOD2 RIPK2 PPI	TWEAK Fn14 block	NCOA3 inh	SRC2 inh
5	O=c1[nH]c(=O)n(C2OC(CO)C(O)C2O)cc1N1CCOCC1 (stereo not given)	1	7	-18	24	-1	12
6	Cc1cccn2c(=O)c3cc(C#N)c(=O)n(-c4c(C)n(C)n(-c5ccccc5)c4=O)c3nc12	5	-2	-13	2	4	7
7	N#CC1=C(c2ccccc2)/C(=C/c2ccccc2)OC1=O	14	66*	7	83*	-20	-30
8	S=c1[nH]nc(COc2ccccc2)n1/N=C/c1cccc(Br)c1	-5	-4	0	0	0	-31
9	C=CCNc1nc(-c2ccc([N+](=O)[O-])cc2)cs1	-11	-4	1	8	-32	-29
10	O=c1cc(-c2ccccc2)oc2cc(O)cc(O)c12	4	2	-3	47	-38	-42
11	Cc1c(Cl)cccc1NC(=O)CCN1CCN(CCO)CC1	0	-4	5	11	-3	-19
12	CC(CNC(=O)CCS(=O)(=O)c1ccc2c(c1)oc(=O)n2C)c1ccccc1 (stereo not given)	4	-3	-17	1	-13	-22
13	CC(Sc1nnc(-c2cccnc2)n1N)C(=O)Nc1ccc2c(c1)OCCO2 (stereo not given)	-4	-8	-5	2	16	18
14	O=C(Nc1ccon1)c1ccc(S(=O)(=O)N2CCCCCC2)cc1	-1	0	-11	-2	15	-7
15	COc1ccc(-n2c(=O)c3ccccc3n(Cc3ccccc3F)c2=O)cc1OC	8	0	-6	-7	10	5
16	CC1=NN(C(C)C)C(=O)C1	-12	4	1	17	-3	/

no.	TLR9-MyD88 block	SRC1 inh	LRH-1 inv ag	NR2F2 inh	TROY signal inh
5	3	-5	29	0	-6
6	-11	8	-4	3	-5
7	8	-3	1	4	-6
8	7	5	-7	4	10
9	6	-71	-66	-20	-59
10	2	-45	-150	-5	-17
11	0	-16	9	4	-6
12	0	12	-20	-2	-29
13	0	4	11	-9	14
14	8	0	-18	-14	-19
15	3	-11	-2	5	-18
16	15	2	9	/	9

More records:
no.	molecule	ABHD5-PLIN5 inh	Exocytosis inh	NOD2 RIPK2 PPI	TWEAK Fn14 block	NCOA3 inh	SRC2 inh
17	Cc1cc(C(=O)Nc2ccc3[nH]ccc3c2)no1	-1	-5	-6	4	-82	-43
18	Cc1ccc(C)c(NC(=O)CN(C)C(=O)CCN2C(=O)c3ccccc3C2=O)c1	2	-3	5	7	20	0
19	CN(CC(=O)NCCCn1ccnc1)S(=O)(=O)c1ccc(Cl)cc1	1	-4	4	9	6	0
20	COCCn1c(SCC(=O)NC2CC2)nc2ccccc21	-3	-3	10	-1	-16	-4
21	Cc1ccc(-c2csc(NC(=O)CCNC(=O)c3ccccc3Cl)n2)cc1	-9	-2	0	29	9	5
22	Cc1c(C(=O)N2CCN(Cc3ccccc3)CC2)sc2ncnc(N3CCOCC3)c12	-8	0	-4	-1	3	19
23	CC1CCc2c(C(=O)Nc3cccc(-c4nn[nH]n4)c3)csc2C1 (stereo not given)	0	-2	6	-25	7	-33
24	CCn1cc(S(=O)(=O)Nc2ccccc2C(F)(F)F)cn1	-2	1	-14	-4	8	11

no.	TLR9-MyD88 block	SRC1 inh	LRH-1 inv ag	NR2F2 inh	TROY signal inh
17	-5	-140	-151	-14	-18
18	11	0	5	-5	16
19	-1	0	16	14	-6
20	-2	-10	4	-13	-11
21	-2	-4	-27	2	27
22	6	-40	-16	9	13
23	2	-8	-10	15	-29
24	3	0	-3	-12	9

4 entries already listed, arranged by the value under LRH-1 inv ag, high to low.
# | SMILES | ABHD5-PLIN5 inh | Exocytosis inh | NOD2 RIPK2 PPI | TWEAK Fn14 block | NCOA3 inh | SRC2 inh | TLR9-MyD88 block | SRC1 inh | LRH-1 inv ag | NR2F2 inh
20 | COCCn1c(SCC(=O)NC2CC2)nc2ccccc21 | -3 | -3 | 10 | -1 | -16 | -4 | -2 | -10 | 4 | -13
23 | CC1CCc2c(C(=O)Nc3cccc(-c4nn[nH]n4)c3)csc2C1 (stereo not given) | 0 | -2 | 6 | -25 | 7 | -33 | 2 | -8 | -10 | 15
22 | Cc1c(C(=O)N2CCN(Cc3ccccc3)CC2)sc2ncnc(N3CCOCC3)c12 | -8 | 0 | -4 | -1 | 3 | 19 | 6 | -40 | -16 | 9
21 | Cc1ccc(-c2csc(NC(=O)CCNC(=O)c3ccccc3Cl)n2)cc1 | -9 | -2 | 0 | 29 | 9 | 5 | -2 | -4 | -27 | 2

High-throughput results deposited in PubChem by several laboratories.

The list is partial; the hit share may differ from the screen's.
